From PubChem BioAssay
HIF-2a inh: blocks HIF-2a reporter activity | 786-0 RCC cells HIF-2a reporter, luciferase luminescence, overnight | inhibition, % at 18.8 µM | actives 0.72% (n = 360,000);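 active means inhibition of the luminescence signal of 40% or more relative to plate controls, in a single-dose primary screen at 18.75 µM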
TRPM1 prom inh: MITF TRPM1 promoter inhibition in SK-MEL-5 cells. SK-MEL-5 TRPM1 promoter luciferase, 24 h. inhibition, % at 12.5 µM. actives 0.83% (n = 330,000). AID 488899;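 active means mean inhibition across replicates of 60% or more, whatever share of single replicates reaches that level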; further: values of inactives mirror those of a sister screen read the other way
CF NFkB inh: cystic fibrosis NF-kB activation inhibition. inhibition, % at 5 µM. KKLEB NF-kB-GFP reporter, PAF-induced, GFP fluorescence overnight. actives 0.86% (n = 360,000);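 active means at least 50% inhibition at 5 µM, scaled per plate between neutral and stimulator controls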;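 further: PAF is a Pseudomonas aeruginosa culture filtrate used as stimulus; plate controls were PAF-stimulated DMSO wells for no effect and unstimulated DMSO wells for full effect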
KKLEB tox: CF airway cell cytotoxicity counter-screen; AID 602141; activity change (cytotoxicity), % at 5 µM; actives 0.36% (n = 360,000); KKLEB CF airway cells viability, ATPlite luminescence, overnight; active compounds read low; cells stimulated with P. aeruginosa culture filtrate;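 active means corrected activity change at or below -50% at 5 µM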
Shn3 3UTR inh: reduces Shn3 3'UTR luciferase signal in osteoblasts; inhibition, % at 12.5 µM; AID 588674; Clone20 osteoblast Shn3 3'UTR firefly luciferase, 24 h; actives 0.52% (n = 360,000);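 active means mean inhibition of at least 75% with every replicate also reaching 75%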;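 further: 0% = median of neutral control wells and 100% = pilot-screen positive control compound; some compounds past the cut are filed as inactive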
aDG glyco up: alpha-DG glycosylation activation; activation, % at 10 µM; Pro5-aDG cells, alpha-DG glycosylation AlphaScreen (IIH6); 0% Pro5, 100% B10-LARGE cell signal; actives 0.22% (n = 360,000);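 active means activation of at least 8% versus controls, or a plate z-score of at least 8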;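 further: Pro5 are CHO cells carrying HIG-tagged alpha-DG that lacks glycosylation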
TWEAK Fn14 block: inhibitors of TWEAK-Fn14 interaction signaling. inhibition, % at 10 µM. actives 2% (n = 360,000). TWEAK-stimulated Fn14 reporter cells, luciferase luminescence, 8 h; in the data active means inhibition above about 50%
iPSC survival up: enhancers of human iPSC single-cell survival. hiPSC single-cell survival, ATPlite luminescence; 100% = ROCK inhibitor wells, 0% = DMSO. survival enhancement, % at 20 µM. actives 0.044% (n = 360,000). AID 602274; in the data active means survival enhancement above about 18%;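 further: cells exposed to compounds for 16 hours before the ATP read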
Peg3 prom inh: Peg3 promoter activity inhibition | HeLa PEG-Prom luciferase reporter, luminescence, overnight | inhibition, % at 20 µM | actives 1.7% (n = 360,000);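 active means inhibition of at least 50% at 20 µM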
NR2E3 ag-1: agonists of human nuclear receptor NR2E3; GST-NR2E3/biotin-RetCOR TR-FRET, 1536-well; inhibition of corepressor binding, % at 4.78 µM; AID 2300; actives 0.12% (n = 320,000); Q9Y5X4;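 active means percent inhibition above the cutoff of mean plus 3 SD of all tested compounds, set per screening campaign, cut at about 20% in these data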;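 further: 0% = DMSO wells and 100% = biotin wells as full block of FRET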
Target sequence (Q9Y5X4 whole entry, looked up): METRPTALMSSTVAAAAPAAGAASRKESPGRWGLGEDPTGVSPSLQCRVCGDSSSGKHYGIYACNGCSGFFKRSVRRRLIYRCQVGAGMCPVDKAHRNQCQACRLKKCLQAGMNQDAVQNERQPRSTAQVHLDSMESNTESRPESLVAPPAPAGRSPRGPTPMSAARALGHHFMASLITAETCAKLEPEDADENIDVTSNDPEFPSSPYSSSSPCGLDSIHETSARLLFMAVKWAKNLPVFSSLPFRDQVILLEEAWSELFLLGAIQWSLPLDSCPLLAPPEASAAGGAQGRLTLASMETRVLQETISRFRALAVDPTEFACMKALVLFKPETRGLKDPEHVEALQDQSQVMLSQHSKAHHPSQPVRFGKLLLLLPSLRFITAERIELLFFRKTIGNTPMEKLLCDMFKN
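Test system – NR2E3–RetCOR corepressor complex · Quantity – NR2E3 fusion 1.35 nM · Buffer or medium – Tris pH 7.5 · Incubation – Compound–protein incubation for 5 h at 4 °C · Technique – TR-FRET, Eu(K)-anti-GST donor, streptavidin-D2 acceptor, ex 340, em 617/671 nm · Evaluation – percent inhibition of 671/617 nm emission ratio versus biotin and DMSO controls · Plate – 1536-well format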
NR2E3 ag-2: human photoreceptor-specific nuclear receptor agonism. inhibition of corepressor binding, % at 3.98 µM. actives 0.35% (n = 360,000). AID 602229. CHO-S Gal4-NCOR/VP16-NR2E3 two-hybrid, luciferase. Q9Y5X4;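 active means inhibition above the mean of all tested compounds plus 3 SD, cut at about 70% in these data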;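 further: 0% = DMSO with NR2E3 transfected cells and 100% = cells lacking NR2E3 construct; higher means lower luciferase signal from less NR2E3 corepressor binding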
Active calls of the source: *; . = no result given.

SMILES | HIF-2a inh | TRPM1 prom inh | CF NFkB inh | KKLEB tox | Shn3 3UTR inh | aDG glyco up | TWEAK Fn14 block | iPSC survival up | Peg3 prom inh | NR2E3 ag-1 | NR2E3 ag-2
O=C(NC1CCCCC1)c1cc(N2C(=O)CCC2=O)ccc1Cl | 9 | 5 | -17 | 5 | 10 | -0.1 | 26 | 2.9 | 3 | -1 | -14
Cc1ccc(S(=O)(=O)N2CCCCC2)cc1NC(=O)COC(=O)c1cccc(O)c1 | 7 | . | 11 | -8 | -11 | 0.2 | 10 | -1.6 | -4 | . | -21
CC(CC(=O)Nc1ccc2c(c1)OCCO2)c1ccccc1 (stereo not given) | -134 | -47 | 0 | 7 | -102 | -0.1 | -7 | 1.3 | -163 | -2 | -71
O=[N+]([O-])c1ccccc1CNCCCCO | 3 | -3 | -4 | 7 | -20 | 0.2 | -16 | -3.3 | 2 | -1 | -6
COc1ccccc1NC(=S)N1CCN(c2ncccn2)CC1 | 10 | -8 | 10 | 0 | 9 | 0.1 | 10 | 0.9 | 11 | -2 | 0
Cc1ccc(CSc2nnnn2C)cc1 | -26 | -13 | -2 | 3 | -9 | 0.9 | 13 | -0.8 | -19 | 3 | 4
NC(=O)C1(N2CCCCC2)CCN(C(=O)c2ccc(C#CC3(O)CCCCC3)cc2)CC1 | 11 | 5 | 5 | 11 | 3 | 0.3 | 13 | -2.1 | 4 | -5 | 18
CCn1cc(C(=O)NCc2cccc(F)c2)c(=O)c2cc(F)c(N3CCN(C(=O)c4ccco4)CC3)cc21 | 18 | 32 | 4 | -1 | 63 | 0.2 | 52* | -0.5 | 55* | 2 | -17
COc1ccc(CCCc2nnc(SCc3nc4ccccc4c(=O)[nH]3)n2C)cc1 | 19 | 17 | -22 | 21 | 2 | 0.0 | -7 | -1.1 | 10 | -1 | 2
Nc1nnc(SCc2ccccc2Cl)s1 | -48 | -21 | -12 | 1 | -27 | -0.1 | -12 | -2.7 | -49 | 2 | -15
CCCCOC(=O)C(C)c1c(C)[nH]c(=S)[nH]c1=O (stereo not given) | 18 | -5 | 0 | 5 | -16 | -0.3 | 1 | -1.6 | 1 | 3 | -24
Cc1ccc(OCc2cc(C(=O)N(C)CCc3ccccn3)no2)cc1C | -222 | -71 | -2 | 2 | -98 | 0.1 | -23 | 0.0 | -180 | -1 | -51
COc1ccc(OC)c(NC(=O)C2CC(C)=C(C)CC2C(=O)O)c1 (stereo not given) | 19 | 8 | -15 | 12 | -14 | 0.0 | 4 | 1.0 | 9 | 0 | -9
COc1ccc(NS(=O)(=O)c2ccc(C)c(C(=O)NNC(=O)c3ccccc3O)c2)cc1 | 27 | 9 | 20 | -13 | 2 | -0.2 | 10 | -0.3 | 34 | 3 | -1
COC(=O)/C(C#N)=C/c1c(-c2ccccc2)nc2n1CCS2 | 0 | -10 | 9 | 4 | 14 | 0.0 | -4 | -0.4 | -6 | 4 | 20
COc1ccc(CC2(C)OC(c3ccccc3)=NN2C(C)=O)cc1 (stereo not given) | 16 | 11 | 15 | 4 | -19 | -0.2 | 2 | -0.6 | 8 | 2 | 4
COc1ccccc1-n1cnnc1SCC(=O)Nc1cccc(S(N)(=O)=O)c1 | 2 | -15 | 8 | 2 | 1 | 0.1 | -16 | 0.0 | 7 | -1 | 22
COc1ccc(NC(=O)NCCN2CCc3ccccc3C2)cc1 | -13 | -4 | -13 | 13 | -24 | -0.2 | -13 | -0.3 | 1 | 2 | -5
CCC(C)(C)NC(=O)C(c1ccco1)N(C(=O)Cn1nnc2ccccc21)c1ccc2c(c1)OCO2 (stereo not given) | 19 | 10 | 8 | -7 | -12 | 0.0 | 22 | -0.5 | 15 | -3 | -8
O=C1C=CC(=O)N1c1ccc2c(c1)C(NC(=O)C(F)(F)F)c1ccccc1-2 (stereo not given) | 46* | 86* | 40 | -9 | 71 | -0.4 | 16 | -4.7 | 102* | . | 25
CC(C)(C)n1nnnc1CN(Cc1ccc(F)cc1)Cc1ccco1 | 6 | -4 | 8 | -2 | -5 | 0.2 | 1 | -1.6 | 2 | 0 | -10
CC(=O)NC(c1ccc(Cl)cc1Cl)c1ccc2cccnc2c1O (stereo not given) | 25 | 52 | -12 | 7 | 89* | -0.5 | 9 | -0.6 | 56* | . | -12
Cc1n[nH]c(=S)n1/N=C/c1ccccc1 | 22 | 10 | 7 | -15 | -2 | -0.2 | -20 | 0.7 | 0 | 0 | -19
O=C(c1ccccc1)N1CCc2[nH]nc(-c3ccccc3)c2C1 | -11 | 7 | -3 | 9 | -10 | 1.4 | 19 | 0.1 | 1 | -2 | -14
O=C(COC(=O)c1ccccc1SCC(=O)N1CCCC1)NC1CCCCC1 | -23 | -19 | 23 | -10 | -7 | -0.3 | -23 | 0.2 | -17 | -2 | -4
Cc1nc(NS(=O)(=O)c2cccs2)c2c3c(sc2n1)CCC3 | -5 | 11 | 6 | -4 | -5 | -0.2 | -24 | 1.0 | 7 | 3 | -4
CC(C)NC(=O)N(O)C1N(C(C)C)C(=O)N(Cc2ccc3c(c2)OCO3)C1(C)C (stereo not given) | 14 | 5 | -3 | 2 | 2 | -0.2 | -30 | -0.4 | 9 | -1 | -6
CC1CCc2cc(F)ccc2N1C(=O)c1ccc2c(c1)OCO2 (stereo not given) | 10 | -5 | 14 | -5 | 11 | 0.5 | 1 | 2.5 | 9 | 2 | 8
CCN1CCN(CC(O)COC(c2ccccc2)c2ccccc2)CC1 (stereo not given) | 7 | 0 | -4 | 8 | -22 | -0.2 | -11 | -0.5 | 6 | 3 | -8
COc1ccc(Cl)cc1NC(=O)CN(C)C(=O)c1cc2c(s1)CCCC2 | -9 | 12 | 16 | -20 | 30 | 0.3 | -2 | 0.5 | 28 | . | 21
O=C(O)CSc1nnc(Nc2ccccc2)n1-c1ccccc1 | 22 | -10 | 4 | -8 | 7 | 0.1 | 1 | 2.2 | 10 | 4 | -8
CCC(CC)C(=O)Nc1cc(=O)n(C)c(=O)n1C | 8 | -1 | 23 | -12 | -8 | -0.2 | 6 | 0.2 | -6 | 0 | -34
COc1ccc(Cl)cc1NC(=O)C/C(C)=N/NC(=O)COc1ccc(C)cc1 | 19 | 2 | 2 | -2 | 6 | -0.1 | 1 | 0.2 | 1 | -2 | -3
Cn1c(CO)cnc1S(=O)(=O)Cc1c(Cl)cccc1Cl | 11 | 7 | 12 | 6 | 9 | 0.0 | -6 | 1.2 | 14 | 2 | -29
O=C(O)C(CCC(C(=O)O)c1ccccc1)c1ccccc1 (stereo not given) | -8 | -4 | 2 | 5 | 8 | -0.1 | 0 | 6.8 | -15 | . | -16
CCN(CC(=O)Nc1c(F)cccc1F)C(=O)CN1c2cccc3cccc(c23)S1(=O)=O | 8 | 13 | 29 | 1 | -8 | 0.2 | -12 | 0.5 | 1 | -1 | 3
Cc1c(NC(=O)c2ccc3c(c2)OCO3)cccc1-c1nc2ccccc2o1 | -37 | -12 | -13 | 9 | -7 | 0.1 | 4 | -1.2 | -42 | 3 | -41
Fc1ccc(-c2nn(-c3ccccc3)cc2CNCc2ccccc2)cc1 | 5 | -3 | 0 | -10 | -2 | 1.0 | -1 | -0.7 | 62* | -1 | -20
CNS(=O)(=O)c1cccc2nsnc12 | 19 | 3 | 3 | 3 | 1 | -0.2 | 10 | -3.1 | 18 | 2 | -6
Cc1cccc(NC(=O)c2nnn(-c3cccc(C(F)(F)F)c3)c2N)c1 | -78 | -40 | 5 | 13 | -23 | 0.2 | -17 | -0.7 | -43 | 3 | -20
C=CCSc1nc2c(c(=O)[nH]c(=O)n2C)n1CC | 14 | 7 | 9 | -6 | -11 | 0.1 | 1 | 7.5 | -4 | -2 | -18
COc1cc(-n2c(C)nc3cc(C(=O)N4CCOCC4)ccc32)cc(OC)c1OC | 15 | 2 | -16 | 7 | 2 | -0.4 | -28 | 2.1 | 2 | 6 | -8
CCCNC(=O)CS(=O)Cc1nc(-c2cccc(OC)c2)oc1C (stereo not given) | 2 | . | 7 | 6 | -9 | 0.0 | 2 | -3.0 | 8 | 2 | -6
COc1ccc(CCN(C)c2ccc(C(N)=O)cc2[N+](=O)[O-])cc1OC | 8 | 3 | -4 | -13 | 7 | 0.2 | -12 | 1.1 | 11 | -4 | 10
Cn1cc([N+](=O)[O-])c(C(=O)Nc2cc(Oc3ccccc3)cc([N+](=O)[O-])c2)n1 | 95* | 82* | 78* | -29 | 96* | -0.1 | 43 | -1.8 | 104* | -3 | 5
Cc1ccccc1-n1c(-c2ccoc2C)n[nH]c1=S | 9 | 12 | -2 | -3 | -15 | -0.1 | -8 | -1.3 | 4 | 0 | -31
Cc1c(NC(=O)c2ccc(C(=O)Nc3c(C)n(C)n(-c4ccccc4)c3=O)cc2)c(=O)n(-c2ccccc2)n1C | 22 | 2 | -13 | 2 | -20 | -0.1 | -6 | 0.0 | 8 | 0 | -8
Cc1ccc(C(=O)Nc2ccc(C(=O)N/N=C/c3cccnc3)cc2)cc1 | -20 | 0 | 14 | -2 | -11 | 0.1 | -10 | -0.3 | -17 | 3 | -33
OCCC1CN(Cc2ccccc2-c2ccco2)CCN1C1CCCC1 (stereo not given) | 9 | 2 | -4 | -1 | 6 | 0.2 | -12 | 0.3 | -9 | -4 | -35
O=C(Cc1ccccc1)N/N=C/c1ccc(OCC(=O)Nc2ccccc2)cc1 | -49 | -18 | 0 | 6 | 0 | 0.2 | 4 | 2.1 | -42 | 2 | -10

Continuation.
SMILES | HIF-2a inh | TRPM1 prom inh | CF NFkB inh | KKLEB tox | Shn3 3UTR inh | aDG glyco up | TWEAK Fn14 block | iPSC survival up | Peg3 prom inh | NR2E3 ag-1 | NR2E3 ag-2
O=C(Cn1cc([N+](=O)[O-])cn1)N1CCN(Cc2ccc3c(c2)OCO3)CC1 | 5 | 15 | -5 | 1 | 5 | 0.5 | 6 | -0.5 | 1 | 3 | -2
Cn1c(Cn2cnc([N+](=O)[O-])n2)nnc1SCC(=O)Nc1cccc(Cl)c1 | -15 | 8 | -1 | 3 | -10 | -0.2 | 9 | -1.0 | -18 | -1 | -14
CC(=O)Nc1cc(C(F)(F)F)ccc1Oc1cccc(Br)c1 | 20 | 17 | 21 | -13 | 13 | 0.7 | -21 | -1.3 | 17 | -1 | -38
Cc1ccc(S(=O)(=O)N2CCCc3ccccc32)cc1 | 21 | . | 0 | 9 | -17 | -0.3 | 1 | -0.6 | 23 | . | 10
O=C(NNC(=O)c1ccccc1Cl)c1ccc2c(c1)OCCO2 | -178 | -51 | 6 | -3 | -78 | -0.1 | -5 | 0.1 | -205 | . | -48
CCOC(=O)c1ccccc1NC(=O)COC(=O)CCC(=O)N1CCOCC1 | 6 | -2 | -13 | -13 | 6 | -0.3 | 1 | -0.4 | 9 | 5 | 27

Not a hit list; about 4.4% have a hit in one of these screens.
